Source: PubChem (Broad Institute)
Mtb BioA inh: BioA (M. tuberculosis) enzyme inhibition; inhibition, % at 9.99 µM; AID 602481; purified M. tuberculosis BioA enzyme, plate reader; hit rate 0.096% among 360,000; in the data active = inhibition above about 40%
TcdB inh: TcdB glycohydrolase inhibition. P18177. TcdB glycohydrolase enzymatic assay, plate reader. inhibition, % at 9.99 µM. hit rate 0.24% among 350,000; in the data active = inhibition above about 10%
The depositor's hits bear a star.

SMILES | Mtb BioA inh | TcdB inh
C[C@H](CO)N1C[C@H](C)[C@@H](CN(C)C(=O)CCC(F)(F)F)OCCCC[C@H](C)Oc2ccc(NC(=O)C3CCCCC3)cc2C1=O | 0.8 | 0.0
CCN1[C@@H]2Cn3c(ccc(-c4cccc(OC)c4)c3=O)[C@H]1[C@@H](C(=O)N(C)C)[C@@H]2CO | -1.0 | 0.5
Cc1ccc(S(=O)(=O)N[C@H]2CC[C@@H](CCn3cc(-c4cccnc4)nn3)O[C@@H]2CO)cc1 | 4.0 | 1.5
CCCNC(=O)N(C)C[C@H]1Oc2cc(C#CC(C)(C)O)ccc2S(=O)(=O)N([C@H](C)CO)C[C@H]1C | 2.1 | 1.6
CCCN(C)C[C@@H]1Oc2cc(-c3ccccc3OC)ccc2S(=O)(=O)N([C@@H](C)CO)C[C@@H]1C | -1.3 | 0.1
COc1ccc(CN(C)C[C@@H]2OCCCC[C@H](C)Oc3ccc(NC(=O)NC(C)C)cc3C(=O)N([C@@H](C)CO)C[C@H]2C)cc1 | 0.7 | 0.2
Cc1ccc(S(=O)(=O)N2C[C@@H](O)COC[C@H]3O[C@H](CC(=O)NCc4ccc(Cl)c(Cl)c4)CC[C@@H]32)cc1 | -1.0 | 0.3
Cc1noc(C)c1S(=O)(=O)Nc1ccc2c(c1)C(=O)N([C@@H](C)CO)C[C@H](C)[C@H](CN(C)C)OCCCC[C@H](C)O2 | 0.4 | -1.4
O=C(C[C@H]1CC[C@H]2[C@@H](COC[C@H](O)CN2C(=O)Nc2ccc(F)cc2)O1)NCCc1ccccc1 | 0.6 | 0.1
CO[C@H]1CN(C)C(=O)c2cc(NC(=O)C3CC3)ccc2OC[C@@H](C)N(C(=O)CN(C)C)C[C@H]1C | -1.4 | -1.1
CO[C@H]1CN(C)C(=O)c2cc(NC(C)=O)ccc2OC[C@H](C)N(Cc2cc(F)ccc2F)C[C@H]1C | 2.0 | 0.3
O=C(CN1CCOCC1)N[C@@H]1CC[C@@H](CCn2cc(C3CCCCC3)nn2)O[C@@H]1CO | 0.3 | -0.1
CC(C)NC(=O)Nc1ccc2c(c1)C(=O)N([C@@H](C)CO)C[C@H](C)[C@H](CN(C)Cc1ccc(C(=O)O)cc1)O2 | -2.5 | -0.8
CN1[C@@H]2Cn3c(ccc(C4=CCCC4)c3=O)[C@H]1[C@@H](C(=O)N1CCCCC1)[C@@H]2CO | -0.9 | 0.6
CC(C)NC(=O)N[C@H]1CC[C@@H](CCNC(=O)C2CCCC2)O[C@@H]1CO | -5.7 | 0.5
COC(=O)C[C@@H]1CC[C@@H]2[C@H](COc3ccc(NC(=O)c4cc(C)on4)cc3C(=O)N2C)O1 | 0.2 | 0.4
O=C(c1ccc(F)cc1)N1CCCCN2[C@H](CO)[C@H](c3ccc(/C=C/c4ccccc4)cc3)[C@H]2C1 | 0.0 | -1.4
C[C@H]1CN([C@@H](C)CO)C(=O)Cc2cc(NC(=O)NC3CCCCC3)ccc2O[C@H]1CN(C)S(=O)(=O)c1cn(C)cn1 | -3.5 | -4.3
C[C@H](CO)N1C[C@H](C)[C@@H](CN(C)Cc2ccncc2)Oc2ncc(-c3ccc(C#N)cc3)cc2C1=O | 1.1 | -0.1
COCC(=O)Nc1ccc2c(c1)C(=O)N(C)C[C@@H](OC)[C@H](C)CN(Cc1ccccc1OC)[C@@H](C)CO2 | -0.4 | -0.8
C[C@@H]1CN([C@@H](C)CO)S(=O)(=O)c2ccc(-c3ccc(C#N)cc3)cc2O[C@@H]1CN(C)C(=O)CN(C)C | -0.1 | -1.4
C[C@H](CO)N1C[C@H](C)[C@H](CN(C)C)Oc2ncc(-c3ccncc3)cc2C1=O | -0.3 | 0.1
CCCC(=O)Nc1ccc2c(c1)OC[C@H](C)N(C(=O)c1cccnc1)C[C@@H](C)[C@H](OC)CN(C)C2=O | 0.8 | -1.4
C[C@@H]1CN([C@H](C)CO)C(=O)c2cccc(NC(=O)C3CCCCC3)c2O[C@@H]1CN(C)Cc1ccc(C(=O)O)cc1 | -1.7 | -0.3
C[C@H]1CN([C@@H](C)CO)C(=O)c2cc(NS(=O)(=O)c3ccc(F)cc3)ccc2O[C@@H]1CN(C)C | 1.5 | 1.5

(next part)
SMILES | Mtb BioA inh | TcdB inh
CCCC#Cc1ccc2c(c1)O[C@H](CN(C)S(C)(=O)=O)[C@@H](C)CN([C@@H](C)CO)S2(=O)=O | 1.0 | 1.1
Cc1ccc(S(=O)(=O)Nc2ccc3c(c2)C(=O)N([C@@H](C)CO)C[C@@H](C)[C@@H](CN(C)C(=O)CCCN(C)C)OCCCC[C@H](C)O3)cc1 | 4.1 | -0.2
C[C@H](CO)N1C[C@H](C)[C@@H](CN(C)Cc2ccc(C(=O)O)cc2)Oc2ccc(NC(=O)Cc3ccccc3)cc2CC1=O | 0.0 | -0.3
CCCN1C[C@H](C)[C@H](OC)CN(C)C(=O)c2ccc(NC(=O)c3cccc(OC)c3)cc2OC[C@@H]1C | -1.6 | 0.2
C[C@H](CO)N1C[C@H](C)[C@@H](CN(C)C(=O)c2ccccc2F)Oc2ncc(C#CC(C)(C)O)cc2C1=O | 2.6 | 0.8
CCCNC(=O)N(C)C[C@@H]1Oc2ncc(-c3ccncc3)cc2C(=O)N([C@@H](C)CO)C[C@@H]1C | 2.6 | 0.4
C[C@H](CO)N1C[C@H](C)[C@H](CN(C)S(=O)(=O)c2cn(C)cn2)Oc2ccc(NS(=O)(=O)c3cccs3)cc2CC1=O | -4.3 | -0.5
C[C@@H]1CN([C@@H](C)CO)C(=O)c2cc(C#Cc3ccccc3F)cnc2O[C@@H]1CN(C)C(=O)C1CCCCC1 | -0.3 | 0.0
C[C@H]1CCCCO[C@@H](CN(C)C(=O)Nc2cccc3ccccc23)[C@@H](C)CN([C@@H](C)CO)C(=O)c2cc(NS(=O)(=O)c3ccc(F)cc3)ccc2O1 | -0.8 | -0.3
COc1cccc(-c2ccc3c(c2)[C@H]2[C@H](CCN2C(=O)c2cccc(F)c2)[C@@H](CO)N3)c1 | 11.3 | -2.1
CS(=O)(=O)N1[C@H](CO)[C@@H](c2ccc(-c3ccccc3F)cc2)[C@@H]1C#N | -0.4 | 1.2
COc1cccc(S(=O)(=O)N[C@H]2CC[C@H](CC(=O)NCc3ccc(Cl)cc3)O[C@H]2CO)c1 | -3.0 | 0.3
COc1cccc(C(=O)Nc2ccc3c(c2)OC[C@@H](C)N(C(=O)C2CC2)C[C@@H](C)[C@H](OC)CN(C)C3=O)c1 | 1.1 | 0.4
N#Cc1ccc(-c2ccc3c(c2)[C@@H]2[C@@H](CCN2C(=O)C2CCCCC2)[C@@H](CO)N3)cc1 | 1.4 | 0.4
COc1ccc(-c2ccc3c(c2)[C@H]2[C@H](CCN2C(=O)CN2CCOCC2)[C@H](CO)N3)cc1 | 0.1 | -3.0
COc1ccc(S(=O)(=O)N(C)C[C@H]2Oc3ccc(NC(=O)Cc4ccccc4)cc3C(=O)N([C@@H](C)CO)C[C@H]2C)cc1 | -0.9 | -0.6
C[C@H]1CCCCO[C@H](CN(C)C(=O)Nc2ccc(F)cc2)[C@@H](C)CN([C@@H](C)CO)C(=O)c2cc(NC(=O)Nc3ccc(F)cc3)ccc2O1 | -1.9 | 0.6
CN(C)Cc1cn(CC[C@H]2CC[C@H](NC(=O)Nc3ccc4c(c3)OCO4)[C@H](CO)O2)nn1 | 0.3 | -1.3
COc1ccc(CN(C)C[C@H]2OCCCC[C@H](C)Oc3ccc(NC(=O)Nc4ccc(F)cc4)cc3C(=O)N([C@H](C)CO)C[C@@H]2C)cc1 | -1.4 | 1.6
C[C@H]1CCCCO[C@H](CN(C)C(=O)CCC(F)(F)F)[C@@H](C)CN([C@@H](C)CO)C(=O)c2cc(NS(=O)(=O)c3ccc(F)cc3)ccc2O1 | 0.0 | 0.3
C[C@@H]1CN([C@@H](C)CO)C(=O)c2cc(C#C[C@@H](C)O)cnc2O[C@@H]1CN(C)C(=O)Nc1ccc(F)cc1 | -3.1 | 0.2
O=C(N[C@@H]1CC[C@@H](CCn2cc(C3(O)CCCC3)nn2)O[C@@H]1CO)C1CCCC1 | 1.2 | 0.2
Cc1noc(C)c1S(=O)(=O)N(C)C[C@H]1Oc2c(NC(=O)c3cnccn3)cccc2C(=O)N([C@H](C)CO)C[C@H]1C | 1.2 | -0.6
C[C@H](CO)N1C[C@H](C)[C@H](CN(C)Cc2ccc3c(c2)OCO3)OCCCC[C@H](C)Oc2ccc(NC(=O)c3ccncc3)cc2C1=O | 1.7 | 0.0
COc1ccc(NC(=O)N(C)C[C@H]2Oc3ncc(C#C[C@H](C)O)cc3C(=O)N([C@H](C)CO)C[C@@H]2C)cc1 | 0.0 | -1.0

Next section, starting with the last six of the part before.
SMILES | Mtb BioA inh | TcdB inh
C[C@H]1CCCCO[C@H](CN(C)C(=O)CCC(F)(F)F)[C@@H](C)CN([C@@H](C)CO)C(=O)c2cc(NS(=O)(=O)c3ccc(F)cc3)ccc2O1 | 0.0 | 0.3
C[C@@H]1CN([C@@H](C)CO)C(=O)c2cc(C#C[C@@H](C)O)cnc2O[C@@H]1CN(C)C(=O)Nc1ccc(F)cc1 | -3.1 | 0.2
O=C(N[C@@H]1CC[C@@H](CCn2cc(C3(O)CCCC3)nn2)O[C@@H]1CO)C1CCCC1 | 1.2 | 0.2
Cc1noc(C)c1S(=O)(=O)N(C)C[C@H]1Oc2c(NC(=O)c3cnccn3)cccc2C(=O)N([C@H](C)CO)C[C@H]1C | 1.2 | -0.6
C[C@H](CO)N1C[C@H](C)[C@H](CN(C)Cc2ccc3c(c2)OCO3)OCCCC[C@H](C)Oc2ccc(NC(=O)c3ccncc3)cc2C1=O | 1.7 | 0.0
COc1ccc(NC(=O)N(C)C[C@H]2Oc3ncc(C#C[C@H](C)O)cc3C(=O)N([C@H](C)CO)C[C@@H]2C)cc1 | 0.0 | -1.0
C[C@H]1CN([C@@H](C)CO)C(=O)c2c(c3ccccc3n2C)-c2ccccc2CO[C@H]1CN(C)S(=O)(=O)c1ccccc1 | -0.1 | -2.5
C[C@@H]1CN([C@H](C)CO)C(=O)c2cc(C#CC3CC3)cnc2O[C@H]1CN(C)S(=O)(=O)c1cccc(F)c1 | 4.2 | 1.3
O=C(C[C@H]1CC[C@@H]2[C@H](COC[C@H](O)CN2S(=O)(=O)c2ccccc2Cl)O1)NCc1ccccc1Cl | -1.0 | 0.2
COc1cccc(-c2ccc3c(c2)O[C@@H](CN(C)C)[C@H](C)CN([C@@H](C)CO)S3(=O)=O)c1 | 0.4 | 0.3
O=C(N[C@@H]1CC[C@@H](CCNS(=O)(=O)c2ccc(Cl)cc2)O[C@@H]1CO)c1ccccn1 | -2.0 | -0.4
C[C@@H]1CN([C@H](C)CO)C(=O)Cc2cc(NC(=O)Nc3cccc4ccccc34)ccc2O[C@@H]1CN(C)Cc1ccc(Cl)c(Cl)c1 | -4.0 | -0.2
CN(C)C(=O)c1cccc(-c2ccc3c(c2)[C@@H]2[C@@H](CCN2C(=O)Nc2ccc(F)cc2)[C@H](CO)N3C)c1 | 0.5 | 0.1
CCCNC(=O)C[C@H]1CC[C@H]2[C@@H](COC[C@H](O)CN2C(=O)c2cccnc2)O1 | -0.7 | -0.2
CCNC(=O)C[C@H]1CC[C@@H]2[C@@H](COc3ccc(NS(C)(=O)=O)cc3C(=O)N2C)O1 | 1.1 | -1.3
O=C(C[C@H]1C=C[C@H](NS(=O)(=O)c2ccc(F)cc2)[C@H](CO)O1)NCCc1ccncc1 | 1.4 | 0.2
CC(C)NC(=O)Nc1ccc2c(c1)C(=O)N([C@@H](C)CO)C[C@H](C)[C@H](CN(C)C(=O)NC1CCCCC1)OCCCC[C@@H](C)O2 | 0.2 | 0.2
COCCN(C[C@H]1N[C@H](CO)[C@@H]1c1ccc(-c2ccc(F)cc2)cc1)C(C)=O | 5.8 | 0.2
COc1ccccc1S(=O)(=O)N[C@H]1CC[C@H](CC(=O)N2CCOCC2)O[C@H]1CO | -3.4 | -0.4
CCC(=O)Nc1ccc2c(c1)C(=O)N(C)C[C@@H](OC)[C@H](C)CN(C(=O)CC)[C@@H](C)CO2 | -1.9 | 0.4
CN1C(=O)c2cc(NC(=O)Cc3cccs3)ccc2OC[C@@H]2O[C@@H](CC(=O)NCC3CC3)CC[C@H]21 | 0.6 | -1.4
CC(=O)N(C)C[C@@H]1Oc2ncc(-c3cccc(C#N)c3)cc2C(=O)N([C@H](C)CO)C[C@@H]1C | -0.3 | 1.1
C[C@H](CO)N1C[C@H](C)[C@@H](CN(C)C(=O)Nc2ccc3c(c2)OCO3)Oc2cc(C3=CCCCC3)ccc2S1(=O)=O | -1.1 | -2.4
C[C@@H]1CN([C@@H](C)CO)C(=O)c2cccc(NC(=O)Nc3ccc4c(c3)OCO4)c2O[C@@H]1CN(C)S(=O)(=O)c1ccccc1 | 1.1 | -0.9
CO[C@H]1CN(C)C(=O)c2cc(NS(=O)(=O)CC(F)(F)F)ccc2OC[C@H](C)NC[C@@H]1C | 0.0 | 0.9
COc1cc2c(cc1OC)-c1onc(-c3ccc(OCCO)cc3)c1CCCN(CC(C)O)CC2 (centres undefined) | 0.4 | -0.4
CCCN1[C@@H]2Cn3c(ccc(C4=CCCCC4)c3=O)[C@H]1[C@@H](C(=O)N1CCc3ccccc3C1)[C@@H]2CO | 2.9 | -0.1
CCCC#Cc1cnc2c(c1)C(=O)N([C@@H](C)CO)C[C@H](C)[C@H](CN(C)C(=O)CN1CCOCC1)O2 | -0.3 | 0.2
O=C(C[C@@H]1CC[C@@H](NC(=O)Nc2ccc(F)cc2)[C@H](CO)O1)NCCN1CCCC1 | -0.1 | -0.4

Complete entries from above:
COc1cccc(-c2ccc3c(c2)[C@H]2[C@H](CCN2C(=O)c2cccc(F)c2)[C@@H](CO)N3)c1 as listed: Mtb BioA inh = 11.3; TcdB inh = -2.1
C[C@@H]1CN([C@@H](C)CO)C(=O)c2cccc(NC(=O)Nc3ccc4c(c3)OCO4)c2O[C@@H]1CN(C)S(=O)(=O)c1ccccc1 as listed: Mtb BioA inh = 1.1; TcdB inh = -0.9

This is a subset. The share of hits here may be higher or lower than overall.
